High-throughput results (PubChem)
Rac1 wt modul: wildtype Rac1 GTP binding modulators, primary screen, biochemical, GST-Rac1 beads, flow cytometry, multiplex. Ras-related C3 botulinum toxin substrate 1 (Homo sapiens), P63000. fluorescent GTP binding; actives lie on both sides; 0 = cold GTP competed, 100 = untreated. GTP binding activity (% of control), % at 10 µM. 190,000 compounds, 0.27% hits;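 active means GTP binding activity at least 20 points away from the 100% control level, either lower or higher; inconclusive means compound flagged as likely green fluorescent, judged across all proteins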
Bcl-B Bim block: inhibitors of Bim-Bcl-B binding, primary screen, biochemical, multiplexed, human Bcl-2 family. Bcl-2-like protein 10 (Homo sapiens), Q9HD36. bead-based flow cytometry, Bim peptide-Bcl-B binding. inhibition, % at 10 µM. 190,000 compounds, 0.073% hits. AID 951, 2007;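 further: 0% = tracer peptide without compound and 100% = reference inhibitor peptide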
Rac1 mut GTP: GTP binding modulators of activated mutant Rac1, primary screen, biochemical, bead-based flow cytometry, multiplex, fluorescent GTP; AID 764, 2007; 190,000 compounds, 0.11% hits; GST-Rac1 activated beads; actives lie on both sides; 100% means binding = to untreated wells; percent activity (GTP binding), % at 10 µM;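 active means GTP binding at least 20 percentage points away from the 100% baseline, in either direction, so actives lie on both sides; inconclusive means Compound likely fluorescent itself, or too few beads counted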
Bim-Bcl-XL: inhibitors of Bim-Bcl-XL binding, primary screen, biochemical, multiplexed, bead flow cytometry, human Bcl-XL | inhibition, % at 10 µM | AID 1007, 2008 | 190,000 compounds, 0.04% hits | Bim peptide-Bcl-XL binding, fluorescence
Target sequence (Q07817 whole entry, looked up): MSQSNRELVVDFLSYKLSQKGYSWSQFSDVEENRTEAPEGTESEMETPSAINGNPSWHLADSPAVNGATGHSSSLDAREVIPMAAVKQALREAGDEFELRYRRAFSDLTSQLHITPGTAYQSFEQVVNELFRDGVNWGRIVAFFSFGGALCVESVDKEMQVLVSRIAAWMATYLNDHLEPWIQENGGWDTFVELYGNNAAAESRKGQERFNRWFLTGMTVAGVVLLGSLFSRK
HRas wt GTP: modulators of GTP binding to HRas wildtype, primary screen, biochemical, bead-based flow cytometry, multiplex | AID 759, 2007 | GTPase HRas (Homo sapiens), P01112 | GST-Ras wt beads, Bodipy-FL-GTP binding; actives lie on both sides | GTP binding activity, % at 10 µM | 190,000 compounds, 0.14% hits;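 active means GTP binding activity at least 20% away from the 100% baseline, either lowered as inhibitor or raised as activator; inconclusive means flagged as likely green fluorescent, judged across all proteins in the well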;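 further: 0% = unlabeled GTP competition control and 100% = no-compound control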
Target sequence (P01112 whole entry, looked up): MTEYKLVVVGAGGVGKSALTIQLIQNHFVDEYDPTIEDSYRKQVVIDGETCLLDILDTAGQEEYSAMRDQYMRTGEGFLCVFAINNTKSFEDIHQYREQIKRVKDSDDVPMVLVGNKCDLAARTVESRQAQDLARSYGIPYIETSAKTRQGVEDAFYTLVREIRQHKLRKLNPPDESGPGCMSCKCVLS
Cdc42 wt: modulators of GTP binding to wildtype Cdc42, primary screen, biochemical, multiplex bead flow cytometry, Bodipy-GTP | Cell division control protein 42 homolog (Homo sapiens), P60953 | GST-Cdc42 beads; actives lie on both sides | percent activity (GTP binding), % at 10 µM | 190,000 compounds, 0.2% hits;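 active means percent activity GTP binding at least 20 points away from the 100% baseline, either down as inhibitor or up as activator; inconclusive means compound flagged as likely green fluorescent from well-wide comparison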;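 further: median bead fluorescence of bound Bodipy-FL-GTP at 100 nM; 0% = excess unlabeled GTP control and 100% = no compound control; below 100% means less GTP binding so inhibitor and above means activator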
Target sequence (P60953 whole entry, looked up): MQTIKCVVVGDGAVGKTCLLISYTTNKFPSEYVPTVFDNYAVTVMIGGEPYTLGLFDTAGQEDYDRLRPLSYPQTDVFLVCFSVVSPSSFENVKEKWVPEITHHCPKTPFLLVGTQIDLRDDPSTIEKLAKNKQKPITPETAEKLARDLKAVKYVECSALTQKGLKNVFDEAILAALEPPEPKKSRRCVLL
Bfl-1 Bim block: inhibitors of Bim binding to Bfl-1, primary screen, biochemical, multiplexed, bead-based flow cytometry. Bim-Bfl-1 binding inhibition. inhibition, % at 10 µM. 190,000 compounds, 0.12% hits. AID 1008, 2008;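 further: 0% = wells without compound plus tracer and 100% = blocker peptide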
Bcl-2 Bim block: inhibitors of Bim-Bcl-2 binding, primary screen, biochemical, multiplexed, human Bcl-2 family; Apoptosis regulator Bcl-2 (Homo sapiens), P10415; Bead-based flow cytometry, Bim peptide-Bcl-2 binding; inhibition, % at 10 µM; 190,000 compounds, 0.06% hits; in the data active means inhibition above about 40%; inconclusive means no clear call, values can overlap the other calls;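 further: 0% = no compound wells with probe peptide and 100% = reference peptide inhibitor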
Bim-Bcl-W: inhibitors of Bim binding to Bcl-W, primary screen, biochemical, multiplexed, bead-based flow cytometry | Bcl-2-like protein 2 (Homo sapiens), Q92843 | Bim peptide-Bcl-W binding | inhibition, % at 10 µM | 190,000 compounds, 0.02% hits | AID 952, 2007;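 further: 0% = bound tracer without compound and 100% = peptide blocker; higher means less fluorescent Bim peptide bound to Bcl-W beads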
Target sequence (Q92843 whole entry, looked up): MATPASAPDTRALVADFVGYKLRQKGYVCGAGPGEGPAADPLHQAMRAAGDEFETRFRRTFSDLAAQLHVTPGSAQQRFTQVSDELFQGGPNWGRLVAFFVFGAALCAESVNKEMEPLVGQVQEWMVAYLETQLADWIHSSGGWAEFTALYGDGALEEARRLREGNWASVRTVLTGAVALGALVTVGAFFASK
Rab2A wt mod: modulators of GTP binding to Rab2A wildtype, primary screen, biochemical, dog, bead-based flow cytometry, multiplex; Ras-related protein Rab-2A (Canis lupus familiaris), P61105; GST-Rab2 wt beads, Bodipy-GTP binding; GTP binding activity, % at 10 µM; 190,000 compounds, 0.19% hits;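 active means GTP binding activity at least 20 points away from 100%, either lowered or raised; inconclusive means signal likely due to the compound's own green fluorescence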;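 further: 0% = beads with excess unlabeled GTP and 100% = no-compound control corrected for plate trend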
Rab7 wt GTP bind: modulators of GTP binding to Rab7, primary screen, biochemical, wildtype, multiplex bead flow cytometry. Rab7 GTPase wild type (dog), Bodipy-FL-GTP binding. GST-Rab7 beads, fluorescent GTP binding; actives lie on both sides; untreated = 100%, excess cold GTP = 0%. GTP binding activity (percent of control), % at 10 µM. 190,000 compounds, 0.055% hits;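 active means fluorescent GTP binding to Rab7 beads changed by at least 20 points from the 100% baseline, either direction, mostly lower; inconclusive means compound itself probably fluorescent, or too few beads counted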;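 further: median green fluorescence of bound Bodipy-FL-GTP per Rab7 bead population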
Starred values were filed as active, the others as inactive; ? = inconclusive. Unless noted, no stated cut-off is given here; in the data, active means inhibition above about 40%.

Values run as follows: Rac1 wt modul	Bcl-B Bim block	Rac1 mut GTP	Bim-Bcl-XL	HRas wt GTP	Cdc42 wt	Bfl-1 Bim block	Bcl-2 Bim block	Bim-Bcl-W	Rab2A wt mod	Rab7 wt GTP bind
- CCN1CCN(P2(=O)C=C(c3ccccc3)OC(c3ccccc3)=C2)CC1
  103	-2	100	-5	105	103	-2	1	-5	103	103
- CCOc1ccccc1C1CC(=O)Nc2cc3c(cc21)OCO3 (stereo not given)
  100	-8	99	-8	98	99	-17	-7	-2	98	100
- O=C(c1ccc(-n2c(SCc3cc(F)ccc3F)nc3ccccc3c2=O)cc1)N1CCOCC1
  107	-4	101	-1	102	102	1	3	0	103	104
- CCCC(=O)c1ccc(N2CCCC2)c(F)c1
  99	-2	99	-6	100	102	-3	-4	-7	98	92
- CCOC(=O)c1cnc2cc(C)nn2c1C
  112	-4	101	-3	102	105	-10	-9	-1	104	104
- COCCNC(=O)CN(C(=O)c1ccc(N2CCCC2)nc1)c1ccccc1
  99	-9	97	-2	97	100	-8	-4	1	98	103
- CN(C)S(=O)(=O)Oc1ccc(C(=O)Nc2ccc([N+](=O)[O-])cc2)cc1
  98	0	98	-2	102	107	3	-2	-8	103	100
- CCn1c(CNC(=O)Cc2ccc(OC)cc2)n[nH]c1=S
  101	-4	96	-1	101	101	-4	-4	2	99	105
- O=C1/C(=C/c2ccco2)SC(=S)N1C1CCS(=O)(=O)C1 (stereo not given)
  96	-3	94	1	95	94	0	4	1	97	100
- COc1ccc2nc(NC(=O)c3cccc(S(=O)(=O)N4CCOCC4)c3)sc2c1
  103	-4	102	-3	102	102	-4	-7	0	103	105
- CSc1ccc(OC2CCCCC2NS(=O)(=O)c2ccccc2)cc1 (stereo not given)
  105	-7	101	-5	104	102	-13	-4	-5	102	102
- CN(C)S(=O)(=O)c1ccc2nc(NC(=O)c3cccs3)sc2c1
  102	-9	99	-2	101	102	-14	-13	0	100	101
- Fc1ccc(-c2nc3ccccn3c2NCc2ccc3c(c2)OCO3)cc1
  96	-2	97	0	97	95	-6	-1	0	99	103
- C/C(Cl)=C\Cn1c(O)c(N=O)c2ccccc21
  100	-5	92	-2	97	95	-7	-8	-3	96	101
- O=C(NCc1ccco1)C(=O)NCC1OCCCN1S(=O)(=O)c1ccccc1 (stereo not given)
  105	-7	98	-5	101	103	0	-3	-5	97	99
- COc1cccc(NC(=O)c2ccc(Cn3cc([N+](=O)[O-])cn3)o2)c1
  101	10	96	13	96	101	8	9	13	95	99
- CN=C1c2c(-c3ccccc3)c3cc(OC)ccc3n2CCN1C
  98	-2	96	0	101	99	2	-4	-4	102	99
- CNC(=S)N1CCN(C(=O)c2ccco2)CC1
  104	2	99	-1	100	98	3	2	2	99	102
- Cc1ccc(S(=O)(=O)N(CCC#N)C2CCCCC2)c2nsnc12
  103	-5	99	-3	101	102	0	-1	-5	99	104
- O=[N+]([O-])c1ccccc1OCc1nc(-c2cccs2)no1
  ?	0	?	-17	?	?	-3	-5	-8	?	?
- CCc1ccc(OCC(=O)c2c(O)c3ccccc3oc2=O)cc1
  97	-4	92	-5	97	91	-6	-3	-6	94	108
- CC(=O)N1CN(Cc2ccccn2)Cc2c1sc1c2CCCC1
  100	-6	100	-2	101	102	3	-2	-2	100	95
- O=C(NNC(=S)NC(=O)c1cccnc1)c1ccccc1
  102	-9	102	2	101	103	0	-1	0	99	96
- C=C(C)C1CCC(C)=C1COC(=O)Nc1ccccc1 (stereo not given)
  101	-2	99	-1	102	101	-9	-3	3	99	102
- CCOC(=O)c1cn2ccc(C)cc2n1
  95	-1	97	-3	97	97	-4	-6	-2	98	94
- CC(C)Nc1cc(C(F)(F)F)nc(-c2ccccn2)n1
  99	-7	99	-12	99	97	-4	0	-5	100	99
- CCCCn1c(SCC(=O)Nc2ccc(OC)cc2)nc2ccc(N3CCOCC3)cc2c1=O
  102	-3	97	-4	99	100	1	-3	-1	97	98
- CCOC(=O)C1(C)/C(=N/Nc2ccccc2)C(=O)C(=O)N1c1ccccc1 (stereo not given)
  106	-4	101	-4	103	104	-14	-6	0	102	104
- CC(=O)Nc1ccc(-c2csc(Nc3cc(C)ccn3)n2)cc1
  95	8	92	-5	95	92	12	6	-4	97	106
- COc1cccc2c1OCC/C2=N\NC(=O)C(C)Oc1ccc([N+](=O)[O-])cc1 (stereo not given)
  99	-6	94	-4	98	93	-11	-7	-2	95	100
- O=C(Nc1cccc2ccccc12)c1cnccn1
  90	6	77*	4	71*	73*	7	4	6	67*	75*
- CC12CN3CCN(CC(C3)C1(O)CN1CCCCC1)C2 (stereo not given)
  95	-12	94	-15	98	101	-18	-14	-1	98	96
- Cc1n[nH]c(=S)n1/N=C/c1cccc(OCc2ccccc2)c1
  94	-1	93	-2	95	95	5	1	0	95	94
- CCOC(=O)N1CCN(S(=O)(=O)c2ccc(C(=O)Nc3nnc(C4CC4)o3)cc2)CC1
  104	-3	100	-3	101	103	0	1	-1	98	104
- COc1ccc(-n2c(C)cc(/C=C3/SC(=O)N(CC(=O)N4CCOCC4)C3=O)c2C)cc1
  105	-5	100	-5	100	101	-2	-1	-3	101	97
- CCOc1ccc(NC(=O)CCN2CCCCC2)cc1
  93	-8	95	-8	97	97	-14	-10	0	97	97
- S=C(NCCc1ccccc1)N1CCCCC1
  102	-14	99	1	100	101	0	-4	1	102	104
- O=C(COc1ccccc1[N+](=O)[O-])Nc1cccnc1
  102	-3	98	-3	99	99	-10	-4	-2	98	105
- CC(=O)NCCc1nc2cc(NC(=O)c3ccccc3)ccc2n1C
  101	-4	96	-2	103	102	-4	1	-1	100	108
- O=C(NNS(=O)(=O)c1ccc(Cl)cc1)c1cccs1
  98	-6	93	-5	99	95	-8	-5	-2	99	97
- CN(CC1CCOCC1)C(=O)CC1C(=O)NCCN1CC1CCCCC1 (stereo not given)
  100	-1	96	-3	97	97	-5	-2	-1	98	101
- COCCNC(=O)CN(C(=O)CCC(=O)Nc1cc(C)on1)c1cccc(C)c1C
  97	1	98	-1	96	96	-1	0	-1	97	94
- COc1cc(C(=O)NCCC(=O)N2CCN(C)CC2)cc(OC)c1OC
  99	-4	97	-6	96	98	-9	-4	-1	95	92
- Cc1c(CCO)c(=O)n(-c2ccccc2)n1S(=O)(=O)c1ccc(F)cc1
  103	0	99	0	98	97	-3	0	-2	100	95
- O=C(NCCNC1CCC(c2ccccc2)CC1)c1cccs1 (stereo not given)
  94	-5	93	-7	97	92	0	0	-6	95	101
- COc1ccc(/C=C/C(=O)c2ccncc2)c2ccccc12
  103	-17	100	5	99	98	15	11	4	99	103
- CCOC(=O)C1CCN(CC(=O)Nc2cc(C)nn2-c2nc3ccccc3s2)CC1
  101	0	99	2	100	100	-4	-1	-1	100	99
- Cc1cc(C)cc(N2CCCn3c2nc2c3c(=O)n(CCN3CCOCC3)c(=O)n2C)c1
  90	-2	92	-6	93	92	-8	-5	-3	96	95
- CC(C)NC(=O)CC1Nc2c3ccccc3nc(=S)n2C1=O (stereo not given)
  101	-2	98	0	102	102	-3	0	0	100	98
- CCOC(=O)c1cnc(SCC(=O)NCc2ccco2)nc1N
  109	-7	102	-5	104	106	-7	-3	1	103	106
- O=C(Nc1ccc(Cl)c(Cl)c1)N1CCC(N2CCCCC2)CC1
  100	-2	96	-3	99	97	-5	0	-1	99	98
- O=C(CSc1nc(C2CCCCC2)n(-c2ccccc2)n1)NCC(F)(F)F
  102	4	99	5	98	100	-1	3	3	96	98
- COC(=O)c1c(NC(=O)C2C3C=CC(CC3)C2C(=O)O)sc(C)c1C (stereo not given)
  ?	0	?	-1	?	?	2	4	-1	?	?
- Cc1nc2ccccc2c(=O)n1NC(=O)c1ccc([N+](=O)[O-])cc1Cl
  85	17	91	10	87	90	8	3	8	87	90
